Screens from PubChem.
TcdB inh: inhibitors of Clostridioides difficile toxin B glycohydrolase; TcdB glycohydrolase enzymatic assay, plate reader; inhibition, % at 9.99 µM; hit rate 0.24% among 350,000; AID 652162; in the data active = inhibition above about 10%
FadD28 FP inh: inhibitors of Mycobacterium tuberculosis FadD28 bisubstrate binding; FadD28 bisubstrate probe binding, fluorescence polarization; inhibition, % at 12.5 µM; hit rate 0.22% among 360,000; AID 588549; in the data active = inhibition above about 8.5%, passing the limit was not always enough; inconclusive = no clear call, values can overlap the other calls
Anthrax LF prot: anthrax lethal factor protease inhibition | inhibition, % at 10 µM | multiplex microsphere protease cleavage assay, LF | hit rate 0.12% among 360,000 | P15917; note: plate controls were buffer without enzyme for full effect and enzyme alone for no effect
Yp Topo-I inh: inhibitors of Yersinia pestis topoisomerase I. AID 504884. activity, % at 10 µM. Y. pestis Topo-I cleavage product accumulation, plate reader. hit rate 0.064% among 360,000; in the data active = activity above about 50%, passing the limit was not always enough; inconclusive = no clear call, values can overlap the other calls; note: inactives centre near 2
CCHF vOTU inh: blocks the CCHF virus ovarian tumor domain protease; CCHFV vOTU protease, Pep-AMC fluorescence; inhibition, % at 11.5 µM; hit rate 0.55% among 370,000; AID 651958; in the data active = inhibition above about 30%; note: 0% = vehicle wells with enzyme and 100% = no enzyme wells
PrPC surface inh: cell surface PrPC inhibition, primary TR-FRET screen; P04156; TR-FRET read-out; inhibition, % at 13.8 µM; hit rate 0.43% among 370,000; AID 720596; in the data active = inhibition above about 24%; note: 0% = median of the test wells and 100% = reference compound wells
BoNT-A LC inh2: BoNT A light chain protease inhibition; inhibition, % at 10 µM; multiplex microsphere protease substrate cleavage, flow cytometry; hit rate 0.17% among 360,000; AID 588499; note: plate controls were buffer without enzyme for full effect and enzyme alone for no effect
BoNT-F LC inh: BoNT F light chain protease inhibition. Multiplex microsphere protease cleavage assay, flow cytometry. hit rate 0.22% among 360,000. inhibition, % at 10 µM; in the data active = inhibition above about 35%, passing the limit was not always enough; inconclusive = no clear call, values can overlap the other calls; note: plate controls were buffer without enzyme for full effect and enzyme alone for no effect
PfHsp40 rescue: compounds rescuing yeast from Plasmodium falciparum HSP40 toxicity; growth rescue, % at 12.5 µM; S. cerevisiae expressing PfHsp40, growth rescue, ATP luminescence; AID 504582; hit rate 0.68% among 340,000; in the data active = growth rescue above about 28%, passing the limit was not always enough; inconclusive = no clear call, values can overlap the other calls;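 note: yeast W303a lacking pdr1 and pdr3 grown in galactose medium; growth measured after three days at 30 °C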
Active calls of the source: *; u = inconclusive; x = not tested or not shown; & = joins results of further samples. Cut-off read from the data, not from the text of the source, unless noted: active = inhibition above about 30%; inconclusive = no clear call, values can overlap the other calls; inactive = below that. The order is random (roughly 2.3% active in at least one column).

SMILES	TcdB inh	FadD28 FP inh	Anthrax LF prot	Yp Topo-I inh	CCHF vOTU inh	PrPC surface inh	BoNT-A LC inh2	BoNT-F LC inh	PfHsp40 rescue
CCOC(=O)c1sc(NC(=O)C(CC)Sc2nnc3c4ccccc4n(CC)c3n2)nc1C (stereo not given)	0.0	-1.6	-2	4	-1	2	-0.2	-8	0.0
CCC(C)N(CC(=O)NCc1ccc(OC)cc1)C(=O)c1csnn1 (stereo not given)	x	-3.5	-15	1	-7	8	u	8	-0.8
CC/C(=N\O)c1ccc(O)c(OC)c1	x	0.2	0	6	-1	5	0.2	-2	0.3
CCOc1ccc(C(=O)NC(=S)Nc2ncccc2C)cc1[N+](=O)[O-]	x	1.8	-2	14	15	-11	-0.3	-8	0.7
O=C(CSc1ncccc1C(=O)O)NCCC1=CCCCC1	x	-2.9	-3	4	1	-6	0.2	2	-0.3
Nc1nonc1-n1nnc(C(=O)N/N=C/c2ccc(OCc3cccc(Cl)c3)cc2)c1CN1CCCCC1	0.5	-3.1	-3	-2	10	-4	-2.0	0	0.7
C[C@@H](NC(=O)c1nc[nH]c1C(=O)N1CCN(C(=O)OC(C)(C)C)CC1)c1ccccc1	1.3	0.0	-6	3	-1	2	-0.2	5	0.1
O=C(CCCNC(=O)c1ccc(Cl)cc1)NCc1ccccc1F	0.6	-1.9	13	1	-12	-3	-0.2	1	-0.8
Clc1ccc(CSc2nnc(-c3ccncc3)o2)c(Cl)c1	x	-1.8	u	-4	-1	-1	u	u	-0.6
CCN(CCO)C(=S)Nc1cc(C(=O)OC)ccc1C(=O)OC	x	-0.7	-4	-4	-43	5	-1.1	-9	-0.2
S=C(NCC1CCCO1)NC12CC3CC(CC(C3)C1)C2 (stereo not given)	1.0	-2.4	-9	-3	-9	4	0.1	-3	1.3
CC(=O)N1CCC(N(C(=O)Nc2ccc(C)c(C)c2)C2CCCC2)CC1	x	1.1	-4	4	19	8	-1.5	-8	-1.2
COc1ccc(-c2cnc(C(O)c3ccccc3)[nH]2)cc1 (stereo not given)	0.9	-2.4	-2	5	20	0	0.2	-3	x
CC(C)OCCCNC(=O)c1sc(=S)n(C)c1N	x	-2.3	-2	-6	8	-8	-0.7	3	-0.5
Oc1c(N=Nc2ccccn2)ccc2ccccc12	x	-1.0	12	-2	3	-32	36*	-17	u
O=C(Nn1c(-c2ccccc2)nc2ccccc2c1=O)C1CCC1	x	-0.3	1	4	6	-4	4.3	4	1.5
CC(C)N(C(C)C)S(=O)(=O)c1ccc(Cl)nc1	0.3	-2.1	-4	5	-1	3	-0.6	0	-1.2
COc1ccc(-c2cc(C(=O)Nc3c(C)nn(Cc4ccc(Cl)cc4)c3C)no2)cc1	x	-2.1	0	46	-13	-3	0.3	-1	-0.5
CCn1nnnc1SCC(=O)NC1Cc2ccccc2C1	1.3	-0.1	-17	1	-11	6	u	u	0.3
CCOC(=O)C1(Cc2cccc(F)c2)CCN(C(=O)Cc2cccnc2)CC1	1.0	-1.9	1	2	-3	8	-0.1	0	-0.4
Cc1ccc(CN2CCC(n3nccc3NC(=O)C3CCOC3)CC2)cc1C (stereo not given)	2.0	-0.2	-3	-3	15	-4	-5.2	0	0.4
CN(C)S(=O)(=O)n1cc(/C=C(\NC(=O)c2ccccc2F)C(=O)NCCN2CCOCC2)c2ccccc21	1.1	-0.3	-4	14	16	4	-0.3	0	x
Cc1cccc([N+](=O)[O-])c1NC(=O)CSc1nnc2ccccn12	-0.1	1.3	0	4	7	-11	-5.7	-6	-1.2
CCc1cccc(NC(=O)CCC(=O)N2CCSc3ccccc32)c1	0.6	-0.3	2	17	-3	9	0.5	0	0.2
CCOc1ccc(/C=C(\C#N)C(=O)NCC2CCCO2)cc1OCC (stereo not given)	1.7	-1.0	-1	-5	15	0	2.0	7	-0.3
Next part:
SMILES	TcdB inh	FadD28 FP inh	Anthrax LF prot	Yp Topo-I inh	CCHF vOTU inh	PrPC surface inh	BoNT-A LC inh2	BoNT-F LC inh	PfHsp40 rescue
C[C@@H]1NC(=O)N[C@@H]1CCCCCC(=O)O	1.6	-2.8	-1	3	2	-2	3.0	14	-1.8
O=C(NC(=O)N1CCCCCC1)c1ccccc1	1.2	-2.3	2	-2	4	2	5.8	6	-0.4
O=C(OCc1cccc(F)c1)c1ccc2c(=O)n3c(nc2c1)CCC3	0.2	-1.7	1	20	-14	9	-1.0	-2	1.2
Cc1ccccc1C(=O)Oc1cccc(Nc2ncnc3ccccc23)c1	x	-2.1	-1	-3	12	7	0.3	-6	0.9
Cc1ccc2c(c1)C1CC(C)(O2)N(c2cccc(C(=O)NC3CCN(Cc4ccccc4)CC3)c2)C(=O)N1 (stereo not given)	0.3	-1.6	5	23	-10	-12	8.2	8	0.3
Cc1ccccc1NC(=S)NC1CCCC1	1.2	-0.4	-8	7	3	-2	-0.3	1	-0.5
O=C(CSc1ncccn1)Nc1ccc(N2CCOCC2)cc1	x	-4.0	0	-1	-2	1	-0.2	1	0.8
CCN(C[C@H]1N[C@@](CC)(C(=O)OC)[C@H]2C(=O)N(Cc3ccccc3)C(=O)[C@@H]12)S(=O)(=O)c1ccc(F)cc1	-0.9	-2.8	-7	25	8	11	-0.8	1	0.8
Cc1cc(C)n(-c2nnc(N3CCN(c4ccc(F)cc4)CC3)nn2)n1	0.1	0.4	3	13	22	3	4.2	1	x
Cc1nc2ccccc2c2oc(C(=O)N3CCC(N4CCCCC4)CC3)cc12	x	-0.9	-10	8	x	x	0.7	-49	-0.6
O=C1CCSc2ccc(Cl)cc2N1Cc1ccccc1	x	-5.1	0	20	1	-1	-0.5	7	-1.4
COc1ccc(CCC(=O)NCc2ccccc2Cl)cc1OC	0.2	-1.3	-8	5	-7	0	0.1	-17	-0.2
COc1ccc(NC(=O)CSc2nc(C)cs2)c([N+](=O)[O-])c1	0.7	-2.6	-4	6	-5	-36	2.7	2	2.7
Cc1ccc(NC(=O)CCCCCNS(=O)(=O)c2ccc(C)cc2)cc1	x	-4.3	0	5	-10	7	0.1	-3	-0.9
COc1ccc(/C=C/C(=O)c2ccc(Cl)s2)cc1O	x	-3.5	-5	-6	-2	-6	0.8	-2	5.6
CCn1cc(CNc2nc3nonc3nc2N2CCCCC2)cn1	1.6	-5.0	2	5	13	-3	0.3	1	-1.2
Cc1cc2c(c(=O)n1CCN(C)C)C(c1ccccc1Br)C(C#N)=C(N)O2 (stereo not given)	x	-5.8	1	-8	-3	1	-0.4	1	-0.1
O=[N+]([O-])c1ccc2nc(C3CCCCC3)[nH]c2c1	4.3	-0.3	-9	2	-5	-11	1.7	-12	15
Cc1ccc(CC(=O)N2CCN(C)CC2)cc1	0.3	1.5	x	-2	-9	-9	x	x	6.0
O=C(NC1CC2CCCC(C1)N2C(=O)NCc1ccccc1)C1CC1 (stereo not given)	x	0.3	-3	8	-7	3	1.3	12	0.8
CC(=O)Nc1cc(-c2cccc(C(=O)NCCN(C)C)c2)cn2c(-c3cccc(C(F)(F)F)c3)cnc12	1.7	-37	-4	-21	6	-13	-0.2	-17	x
CC(=Nc1cc(C(=O)c2ccccc2)ccc1N)C1=C(O)CC(C)(C)CC1=O	1.5	-1.7	-6	-14	-4	2	-0.3	-8	1.0
CCOC(=O)c1c(NC(=O)Cn2cnc([N+](=O)[O-])n2)sc(C)c1C	0.8	-2.0	-7	2	-7	7	-1.3	-2	0.3
CCC(C)NC(=O)CNS(=O)(=O)c1ccc(C)cc1 (stereo not given)	x	-3.7	3	-1	12	-4	0.4	2	0.9
O=C1C(=Cc2ccco2)C(=O)c2ccccc21	x	-1.6	-5	-3	19	-9	1.3	-5	-1.0
New compounds follow
SMILES	TcdB inh	FadD28 FP inh	Anthrax LF prot	Yp Topo-I inh	CCHF vOTU inh	PrPC surface inh	BoNT-A LC inh2	BoNT-F LC inh	PfHsp40 rescue
COc1cc(/C=C/C(=O)OCC(=O)NCCc2ccccc2)cc(OC)c1OC	0.8	1.2	2	2	8	-10	-1.0	3	-0.7
O=C(c1ccco1)N1N=C(c2cccs2)CC1c1ccc(F)cc1 (stereo not given)	x	-2.3	-6	17	10	6	-0.6	-10	0.3
CN(C(=O)COC(=O)c1cc2ccccc2cc1O)c1c(N)n(Cc2ccccc2)c(=O)[nH]c1=O	0.1	-0.5	-2	17	-5	-2	5.0	0	0.2
CN1CCCN(c2ccc([N+](=O)[O-])cc2)CC1	1.0	-4.6	2	0	18	-21	1.0	-4	-0.1
COc1ncnc2c1ncn2CCCN1CCN(c2ccccn2)CC1	1.3	0.4	-6	1	-7	-3	0.2	2	x
COc1ccc(Cl)cc1NC(=O)COC(=O)c1ccc(Cl)nc1	0.8	x	-3	4	3	5	-0.4	-3	0.0
COc1ccc(NC(C)C(=O)Nc2cccc(S(=O)(=O)N3CCOCC3)c2)cc1OC (stereo not given)	-1.1	-2.3	1	-2	0	15	-4.1	2	-1.0
CCc1cc(C(c2ccccc2OC)N2CCOCC2)c(NC(=O)c2ccccc2)s1 (stereo not given)	x	-3.9	-4	4	5	-10	-0.7	-3	1.7
Cc1ccc(NC(=O)NCCCCc2ccccc2)cc1	0.8	0.2	-3	26	9	3	-1.7	-5	0.0
CC(C)[C@H](N)C(=O)OCCOCn1cnc2c(=O)[nH]c(N)nc21	0.9&0.1	-4.6&-0.4	-10&-7	-3&4	-3&-3	5&-3	-1.2&-0.8	-8&-5	0.8&-2.3
O=C(COc1ccc(-c2ccccc2)cc1)N1CCN(C(=O)c2cccs2)CC1	0.4	-1.5	-6	-4	-10	-6	-0.6	-12	1.2
COc1cccc(NC(=O)CN2C(=O)NC(C)(c3ccc(C)cc3)C2=O)c1 (stereo not given)	0.5	-1.2	-5	5	9	10	0.0	-7	-0.8
CCOCCCNC(=O)c1cn(CC)c2ccc(S(=O)(=O)N(C)C3CCCCC3)cc2c1=O	-1.3	-4.9	0	6	20	5	-0.1	1	1.2
CCCNC(=S)N1CCC(NC(=O)C23CC4CC(CC(C4)C2)C3)CC1	x	-2.2	-1	-3	-4	-5	0.9	0	-0.8
CCN1CCN(C(=S)Nc2ccccc2Cl)CC1	x	-1.2	-4	-2	7	-2	-1.1	-4	-0.5
Oc1ccc(Cl)cc1CNc1ccc(Br)cn1	x	-1.8	-7	-7	-7	2	-3.1	-5	-0.5
O=C(Nc1ccccc1F)c1ccco1	x	1.0	-3	5	-6	3	-1.3	-16	-1.5
CC(=O)Nc1ccc(NC(=O)c2ccc(COc3ccccc3)cc2)cc1	-0.8	-0.7	2	5	-15	0	1.1	u	0.4
CC1(C)CCCN1CCC(C(N)=O)(c1ccccc1)c1ccccc1	-0.2	-3.0	-4	0	-3	-8	-0.1	-1	-0.5
CCC(CC)c1nnc(NC(=O)/C=C/c2ccco2)s1	x	-2.7	-2	-1	9	3	-0.5	0	-0.9
O=C(Cn1ccc2ccccc2c1=O)NCCC(=O)N1CCN(c2ccccc2)CC1	-2.1	x	1	3	-9	4	0.2	-9	-1.2
O=C(Nc1ccc(Cc2ccncc2)cc1)C1CCC(N2C(=O)C3C4C=CC(C5CC45)C3C2=O)CC1 (stereo not given)	x	-1.8	4	15	9	18	1.2	1	-0.4
CC(C)(C)OC(=O)N1CCC[C@H]1C(=O)Nc1ccc(Br)cc1	-0.5	-3.7	-8	2	-8	-4	-4.1	23	0.3
CCCCn1c(CN2CCN(C(=O)OCC)CC2)nc2c1c(=O)n(C)c(=O)n2C	x	-3.5	-16	0	-2	-5	16	15	0.4
Cc1cc(C)n(CCNC(=O)CC2C(=O)NCCN2Cc2ccccc2C(F)(F)F)n1 (stereo not given)	0.0	-3.2	-6	1	-6	3	-0.8	-3	1.1
